Screening results as filed in PubChem BioAssay.
UHRF1 MBD2 ctr: human UHRF1 methylated DNA binding inhibitors | actives 0.75% (n = 370,000) | inhibition, % at 4.4 µM | UHRF1 binding to methylated oligo, TR-FRET; in the data active = inhibition above about 21%;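 also: UHRF1 SRA domain binding a hemimethylated CpG hairpin DNA probe; 0% = median of test compound wells and 100% = reference inhibitor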
Target sequence (Q96T88 whole entry, looked up, the tested form may be a part): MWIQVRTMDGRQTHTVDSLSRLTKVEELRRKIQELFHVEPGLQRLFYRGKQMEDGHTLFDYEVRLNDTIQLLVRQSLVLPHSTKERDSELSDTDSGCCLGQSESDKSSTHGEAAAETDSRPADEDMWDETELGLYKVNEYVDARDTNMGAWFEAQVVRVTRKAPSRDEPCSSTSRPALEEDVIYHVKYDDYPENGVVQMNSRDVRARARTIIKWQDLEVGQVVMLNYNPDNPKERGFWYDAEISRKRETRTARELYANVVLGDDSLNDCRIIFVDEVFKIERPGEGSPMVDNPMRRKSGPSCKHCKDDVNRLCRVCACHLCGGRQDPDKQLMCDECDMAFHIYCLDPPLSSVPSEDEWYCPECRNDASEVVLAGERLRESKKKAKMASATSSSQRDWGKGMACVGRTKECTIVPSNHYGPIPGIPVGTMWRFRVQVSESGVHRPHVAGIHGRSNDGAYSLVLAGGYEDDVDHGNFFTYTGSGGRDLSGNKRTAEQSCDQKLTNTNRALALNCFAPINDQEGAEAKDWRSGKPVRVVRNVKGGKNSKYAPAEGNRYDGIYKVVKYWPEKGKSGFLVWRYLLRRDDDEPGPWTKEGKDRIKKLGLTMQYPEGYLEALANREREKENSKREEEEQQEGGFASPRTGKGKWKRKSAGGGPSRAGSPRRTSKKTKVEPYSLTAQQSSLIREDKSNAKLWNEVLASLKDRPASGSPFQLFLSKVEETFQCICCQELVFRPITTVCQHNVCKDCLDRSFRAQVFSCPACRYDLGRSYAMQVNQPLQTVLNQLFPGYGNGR
Rev-erbA mod: modulates human Rev-erb alpha binding to DNA | P20393 | Rev-erbα–FITC-DNA binding, fluorescence polarization, 90 min | activity, % at 10 µM | actives 0.79% (n = 370,000);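 active = activity above about 14%, limit read from the data; passing the limit was not always enough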;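 also: 0% = DMSO wells with 35 nM protein and 100% = DMSO wells with 750 nM protein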
ASAP1 GAP inh: blocks human ASAP1-stimulated Arf1 GTP hydrolysis. GDP FP detection. actives 0.19% (n = 360,000). inhibition, % at 16.5 µM; in the data active = inhibition above about 25%;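 also: 0% = vehicle with enzyme and substrate and 100% = no enzyme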
sPLA2-III inh: Inhibits HGIII-sPLA2 liposome hydrolysis, primary screen; actives 0.56% (n = 370,000); inhibition, % at 12.2 µM; QFRET BODIPY PC-A2 liposome hydrolysis, fluorescence; Q9NZ20; AID 743126;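 active = inhibition above mean plus 3 SD of compounds lying within the high and low control bounds, cut at about 19% in these data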;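 also: 0% = median of test compound wells and 100% = no enzyme DMSO wells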
Tn7 DDE FP: inhibitors of Tn7 peptide binding to human fibrin DD(E) | P02675 | FP displacement of FITC-Tn7 peptide from fibrin DD(E); 0% = median of compound wells per plate | inhibition, % at 8.3 µM | actives 0.13% (n = 370,000);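 active = inhibition above the mean of compounds falling within the control limits plus 3 SD of them, cut at about 14% in these data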;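 also: 0% = plate median of compound wells and 100% = 10 µM Aha-Tn7 peptide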
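Assay system: Fibrin-DD(E) protein isolated from polymerized human fibrin clots; read-out basis: percent inhibition; medium: Tris/NaCl/CaCl2 buffer, pH 7.8; signal: FP measurement; incubation: 10 min plus 3 h, room temperature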
ARFGAP1 inh: inhibits rat ARF GTPase activating protein 1 | actives 0.26% (n = 360,000) | inhibition, % at 16.5 µM | Arfgap1-stimulated ARF1 GTP hydrolysis, GDP FP detection;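 active = inhibition above a per-plate limit, mean inhibition of low control wells plus 3 SD, cut at about 25% in these data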;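 also: 0% = DMSO wells with enzyme and 100% = wells lacking Arfgap1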
Target sequence (Q62848 1-136 limits assumed): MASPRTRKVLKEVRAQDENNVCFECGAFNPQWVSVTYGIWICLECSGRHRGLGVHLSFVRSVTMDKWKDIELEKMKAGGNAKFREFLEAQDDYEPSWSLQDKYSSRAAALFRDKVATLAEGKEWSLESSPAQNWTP
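Material: rat Arfgap1 catalytic domain, aa 1-136; also added: human ARF1(Δ1-17)-GTP substrate; compound dosing: one concentration, 16.5 µM, DMSO 1.26%; incubation: GTP hydrolysis reaction 2 h at 25 °C; measured by: Tracer-displacement fluorescence polarization with EDTA stop, 620/688 nm; evaluation: % inhibition from polarization; repeats: one replicate per compound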
proKLK7 act: activators of human kallikrein-7 zymogen; AID 652039; activation, % at 7 µM; P49862; actives 0.9% (n = 370,000); purified proKLK7, EDANS-DABCYL substrate fluorescence; 100% is mature enzyme control, 0% vehicle;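 active = activation above the mean of all tested compounds plus 3 SD, computed per campaign excluding outliers beyond control limits, cut at about 13% in these data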
PLCb3 inh: blocks human PLC-beta3 enzyme activity. AID 720704. inhibition, % at 12.2 µM. actives 0.18% (n = 370,000). Q01970. Purified PLC-beta3, fluorogenic substrate, fluorescence; in the data active = inhibition above about 11%;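 also: 0% = median of compound wells on plate and 100% = full blocker control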
DDE Tn6 FP inh: disrupts Tn6 cyclic peptide binding to fibrin D-Dimer-E complex; Fibrin DD(E) TRITC-Tn6 fluorescence polarization displacement; inhibition, % at 8.3 µM; actives 0.21% (n = 370,000);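 active = inhibition above a per-campaign cutoff: mean of compounds within control limits plus 3 SD, cut at about 15% in these data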;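 also: 0% = median of all compound wells on the plate and 100% = blocking peptide control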
PLCg1 inh: PLC-gamma1 (human) inhibition, primary screen; P19174; purified PLC-gamma1, fluorogenic substrate, fluorescence; inhibition, % at 12.2 µM; actives 0.84% (n = 370,000); AID 720700; in the data active = inhibition above about 9.5%
* hit, by the source's call; / = no result given.

SMILES	UHRF1 MBD2 ctr	Rev-erbA mod	ASAP1 GAP inh	sPLA2-III inh	Tn7 DDE FP	ARFGAP1 inh	proKLK7 act	PLCb3 inh	DDE Tn6 FP inh	PLCg1 inh
Cc1ccc(NC(=O)CSc2nccn2Cc2ccccc2)cc1C	-0.5	-6.3	12.5	-20.8	5.6	15.0	0.4	-0.4	-4.6	-0.1
COc1ccc(C(=O)NCCS(=O)(=O)NCc2ccc3c(c2)OCO3)cc1	-1.7	0.2	-3.0	-3.4	-0.7	4.0	0.1	-14.7	3.1	0.8
O=C(c1ccccc1)N1CCC2CCN(S(=O)(=O)c3ccccc3)CC21 (stereo unspecified)	-2.2	1.6	-5.7	0.8	3.3	1.0	0.0	8.1	-3.4	5.2
COc1ccc(CN(C(=O)Cn2nnc(-c3ccc(C)o3)n2)C(C(=O)NCC2CCCO2)c2ccco2)cc1 (stereo unspecified)	0.7	3.4	9.4	-13.4	-2.5	-11.3	0.9	3.1	-2.4	1.0
COCCCN(C(=O)c1ccc(N2CCCC2=O)cc1)c1c(N)n(Cc2ccccc2)c(=O)[nH]c1=O	4.6	0.8	7.7	6.5	-1.9	9.0	0.4	-10.2	-9.6	-5.0
Cc1nnsc1C(=O)N/N=C/c1ccccc1	-2.4	4.0	-8.9	-5.6	-2.1	3.1	0.1	0.9	5.1	-6.1
COc1ccccc1/C=N/NC(=O)c1cc2c(ccc3ccccc32)o1	-5.2	0.5	13.9	-2.4	6.8	-8.1	-5.7	-24.3	-4.1	-14.8
Cc1cc(Nc2ccc(Cl)cc2)n2ncnc2n1	-2.1	3.4	-7.8	-5.3	-2.9	-1.5	0.1	-4.5	-3.7	2.0
O=C1CC(NS(=O)(=O)c2ccc(F)cc2)CN1c1ccc2c(c1)OCCO2 (stereo unspecified)	1.2	-4.0	-16.2	3.8	-2.2	-10.2	-0.3	-6.2	-0.2	-1.8
COC(=O)c1ccc(N2CCN(S(=O)(=O)c3ccc(C)cc3)CC2)c([N+](=O)[O-])c1	6.3	-2.5	-8.5	1.3	-3.1	5.1	-0.3	3.4	-6.2	1.8
O=C(Nc1ccccc1C(=O)N/N=C/c1ccc(O)cc1)c1ccccc1	0.6	1.1	-9.2	8.0	1.1	11.6	-0.6	-16.8	2.5	-3.6
COc1ccc(S(=O)(=O)N2CCCCCC2)cc1NC(=O)CC1OC(=O)c2ccccc21 (stereo unspecified)	-2.8	-1.4	14.9	-5.5	2.6	-5.7	0.4	-7.4	6.5	-3.7
CC(=O)NC(c1ccccc1)c1nc(-c2ccc(F)c(Cl)c2)cs1 (stereo unspecified)	-2.2	-2.1	2.9	-21.4	-2.9	3.6	0.1	-1.8	-6.5	-0.1
COc1ccc(C(CCN2CCCC(C)C2)c2c(OC)cc(OC)c3c(C)cc(=O)oc23)cc1 (stereo unspecified)	-0.6	2.1	8.7	-10.1	-4.4	11.0	0.2	-320.4	0.2	-286.4
CN(C(=O)c1cccc(NC(=O)Cc2ccc(NC(=O)C3CCN(S(=O)(=O)c4cccc([N+](=O)[O-])c4)CC3)cc2)c1)C1CC1	1.3	1.8	13.3	-18.4	1.4	2.2	-0.1	-1.5	-1.2	0.2
COc1cc(C(=S)N2CCOCC2)ccc1OC(=O)Cc1ccc(F)cc1	-4.3	-4.6	4.8	-3.8	-5.5	-6.2	0.1	1.6	-2.9	1.1
COc1ccc(/C=C/c2nnc(NC(=O)C(C)(C)C)s2)cc1	-0.2	4.9	-6.8	-16.2	-0.5	2.7	-8.3	-75.3	4.6	-48.2
O=C(CNS(=O)(=O)c1cccc(C(F)(F)F)c1)Nc1ccccc1F	-0.7	0.0	-1.2	-11.5	-1.2	-4.5	0.1	2.1	3.3	-0.1
CCCc1nnc(NC(=O)CSc2nnc(-c3ccco3)n2C)s1	0.4	-1.7	5.4	5.8	3.4	2.8	-0.5	-9.8	2.2	-2.5
CSc1ccc(S(=O)(=O)N(CC(=O)NCc2ccccn2)c2ccc(C)cc2)cc1	-2.4	2.3	0.7	-3.1	-5.2	1.6	0.7	-4.6	7.3	-3.0

Brought forward from above: 2 entries; new compounds follow.
SMILES	UHRF1 MBD2 ctr	Rev-erbA mod	ASAP1 GAP inh	sPLA2-III inh	Tn7 DDE FP	ARFGAP1 inh	proKLK7 act	PLCb3 inh	DDE Tn6 FP inh	PLCg1 inh
CCCc1nnc(NC(=O)CSc2nnc(-c3ccco3)n2C)s1	0.4	-1.7	5.4	5.8	3.4	2.8	-0.5	-9.8	2.2	-2.5
CSc1ccc(S(=O)(=O)N(CC(=O)NCc2ccccn2)c2ccc(C)cc2)cc1	-2.4	2.3	0.7	-3.1	-5.2	1.6	0.7	-4.6	7.3	-3.0
O=C(Nc1ccccc1F)c1ccn[nH]1	74.9*	-3.8	-8.1	-1.9	-3.8	0.0	0.2	2.5	-5.8	-0.1
COC(=O)c1ccccc1S(=O)(=O)N(CCCN1CCOCC1)Cc1cccs1	1.6	0.9	0.4	1.2	10.2	-3.9	0.4	-0.8	0.4	-2.3
COCCOC(=O)c1c(C)oc2ccc(NS(=O)(=O)c3ccc(F)cc3)cc12	19.1	0.0	8.6	-29.2	1.3	8.6	0.0	-10.4	-1.8	1.2
CCNC(=O)N(C)[C@H]1C[C@H]2c3[nH]c4c(-c5ccccc5)cccc4c3CCN2C(=O)[C@H]1[C@H](C)O	1.1	10.9	1.2	-6.8	-0.4	0.6	-8.2	-296.2	-5.3	-233.7
COC(=O)c1cccc(OCC(O)Cn2cnc3cc(C)c(C)cc32)c1 (stereo unspecified)	-2.3	1.6	4.8	-32.4	-0.5	-2.3	-0.1	8.1	-9.0	7.4
O=C(c1cc(C(=O)NCCc2ccccc2)c(=O)n(CCc2ccccc2)c1)c1cc(Cl)ccc1O	3.2	0.8	-8.9	-21.7	-2.1	10.6	0.1	1.4	-5.5	4.1
Cc1cccc(Nc2nc(NCc3ccco3)nc(N)c2[N+](=O)[O-])c1	5.4	-5.8	-0.5	-3.6	4.8	10.5	-0.4	-5.9	4.8	-1.1
Cc1ccc(S(=O)(=O)NCC2(c3ccccc3)CCOCC2)cc1	2.4	2.8	0.8	7.0	0.1	6.5	0.0	-6.8	-2.0	-1.3
CCOC(=O)CCCNC(=O)COC(=O)[C@@H]1CCCN1S(=O)(=O)c1ccc(Cl)cc1	3.5	12.0	9.2	14.4	-2.5	4.3	0.1	-1.9	1.3	-0.2
COc1ccccc1/C=C/CN1CCCCC1	-1.4	-0.8	16.2	-6.4	-8.3	-3.8	0.0	-2.6	-6.2	-0.8
Fc1ccc(NCc2cccnc2)cc1F	-2.4	2.9	1.6	-2.4	-2.0	5.5	-0.3	-10.5	-1.4	-6.4
CC(=O)NC(CCC(=O)O)C(=O)O (stereo unspecified)	-1.2	-4.1	1.8	8.2	6.6	-5.5	-0.2	-2.3	0.7	-0.5
Cn1cnc([N+](=O)[O-])c1Sc1ncn[nH]1	2.4	-3.9	14.4	5.1	1.9	8.4	-0.2	0.2	-8.2	5.0
CCc1c(C(C)=O)oc2ccc3c(C)cc(=O)oc3c12	-2.9	4.1	-1.5	1.2	-1.9	1.1	1.9	-33.4	-6.0	-26.1
CCC(=O)Nc1ccc2c(c1)nc1n2CCN(C2CCCCC2)C1	-1.3	-2.7	-0.8	2.8	-1.8	-4.4	1.7	-310.6	-0.2	-215.8
Nc1c(C(=O)CSc2nc(-c3ccccc3)cs2)c(=O)[nH]c(=O)n1C1CC1	-2.1	-6.8	4.9	-6.0	8.0	-2.9	0.2	-2.2	-2.1	-1.8
CCOc1ccc(S(=O)(=O)NCCC(=O)N2CCN(c3ncccn3)CC2)cc1	-2.1	1.4	-4.8	9.3	3.9	-0.9	0.3	-8.2	6.0	0.4
Cc1cccc(COc2ccc(/C=N/NC(=O)c3nnn(-c4nonc4N)c3C)cc2)c1	0.8	-3.8	-1.7	7.3	7.4	1.0	-1.1	-4.5	2.8	-0.8
CCOCCCNC(=S)NCCc1ccccc1	-1.8	0.8	1.6	8.9	-10.8	13.9	0.2	-0.5	1.1	3.0
Cc1cc(C)cc(C(=O)OCCCN(C)C2CN(Cc3cn(Cc4ccccc4Cl)nn3)S(=O)(=O)C2)c1 (stereo unspecified)	5.5	9.0	/	-30.7	-1.9	/	0.8	-2.1	3.9	2.0
c1cncc(-c2nnc3sc(-c4ccco4)nn23)c1	-12.3	1.1	2.4	-3.0	-0.6	1.0	0.4	-2.4	6.0	2.0
COc1cccc(C(=O)NC2CC3CCCC(C2)N3CC(=O)Nc2ccccc2)c1 (stereo unspecified)	20.6	2.3	8.7	-16.4	-3.6	4.8	0.9	8.1	0.7	3.5
N#Cc1ccc(C(=O)OCC(=O)Nc2cccnc2Cl)cc1	1.9	-4.7	-0.1	1.7	1.2	-8.8	-0.6	-7.9	5.1	-3.1
Nc1sc(-c2ccccc2)cc1C(=O)NCCc1c[nH]c2ccccc12	1.0	-0.7	13.6	8.6	2.5	9.6	-0.1	-4.8	-3.8	-4.2
CC(C)c1ccc(N(CC(=O)NCc2ccc(F)cc2)C(=O)c2snc(C(N)=O)c2N)cc1	8.1	3.2	-9.3	-3.2	5.0	-1.9	-0.7	-19.2	8.8	-10.7
Cc1ccnc(NC(=O)CCC(=O)N(CC(=O)NCC2CCCO2)Cc2ccc(F)cc2)c1 (stereo unspecified)	0.3	-2.4	-10.6	1.3	-9.6	3.7	-0.3	4.9	-1.4	0.4
CCOC(=O)c1c(C)cc(=O)oc1C	0.6	-4.8	6.1	0.8	-0.9	5.0	-0.3	-1.7	4.0	-0.8
CCN1CCN(c2c(Cl)cccc2NC(=O)c2ccc([N+](=O)[O-])cc2)CC1	-0.3	7.0	-4.4	4.5	8.0	-1.5	-0.1	3.8	-3.4	3.9
CCc1nc(N)c(C#N)c(-c2ccco2)c1C	2.3	-4.5	0.9	-0.2	-5.8	6.3	-0.3	-180.8	4.7	-178.0
NC(=O)c1cc(S(=O)(=O)NC2CCCCC2)co1	3.1	-1.0	6.6	8.5	-5.3	3.0	0.2	-2.4	1.0	-1.4
COCC(C)n1c(C)cc(C(=O)COC(=O)CNC(=O)c2ccccc2)c1C (stereo unspecified)	-2.5	1.7	-4.0	2.1	-1.4	-2.5	0.2	2.7	1.6	1.8

Entries of single compounds as entered above. Screens in order: UHRF1 MBD2 ctr | Rev-erbA mod | ASAP1 GAP inh | sPLA2-III inh | Tn7 DDE FP | ARFGAP1 inh | proKLK7 act | PLCb3 inh | DDE Tn6 FP inh | PLCg1 inh
Record of Nc1sc(-c2ccccc2)cc1C(=O)NCCc1c[nH]c2ccccc12 : 1.0 | -0.7 | 13.6 | 8.6 | 2.5 | 9.6 | -0.1 | -4.8 | -3.8 | -4.2
Record of COCC(C)n1c(C)cc(C(=O)COC(=O)CNC(=O)c2ccccc2)c1C (stereo unspecified) : -2.5 | 1.7 | -4.0 | 2.1 | -1.4 | -2.5 | 0.2 | 2.7 | 1.6 | 1.8
